AID2073: inhibitors of Mint1-CaV2.2 protein interaction, biochemical, HTRF (AID 2073); Voltage-dependent N-type calcium channel subunit alpha-1B (Homo sapiens); HTRF protein-protein interaction, Mint1-CaV2.2; higher % means a stronger effect; inhibition, % at 20 µM, or IC50 in µM where a hit was titrated; 290,000 tested, 0.19% active; in the data active = inhibition mostly above about 51%, no sharp cut-off; inconclusive = no clear call, values can overlap the other calls; inactive = mostly below about 53%; also: some results filed as inactive read as strong as hits
RSV antiviral HEp-2: RSV antiviral activity via CPE protection, HEp-2 cells, primary 10 µM value included (AID 2391); HEp-2 cells, RSV-induced CPE inhibition; higher % means a stronger effect; CPE inhibition, % at 10 µM, or IC50 in µM where a hit was titrated; 310,000 tested, 0.13% active; in the data active = a potency from the dose series; inconclusive = CPE inhibition mostly from about 23% at the one dose, without a potency; inactive = the rest, 99 in 100 with CPE inhibition below about 21%; also: strong numbers were not always called active
NTR1 agonist: agonists of NTR1, primary screen, imaging, U2OS cells, beta-arrestin-GFP, high content (AID 493036). activation, % at 20 µM. 330,000 tested, 0.17% active. NTR1-U2OS beta-arrestin-GFP spot imaging, agonist mode. Neurotensin receptor type 1 (Homo sapiens), P30989;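 active = activation at or above 40% of the spot to cytoplasm intensity ratio, with at least 20 cells analyzed; inconclusive = wells under 20 cells, flagged as cytotoxic or low count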;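 also: 0% = DMSO without peptide and 100% = 100 nM NTR1 peptide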
Target sequence (P30989 whole entry, looked up): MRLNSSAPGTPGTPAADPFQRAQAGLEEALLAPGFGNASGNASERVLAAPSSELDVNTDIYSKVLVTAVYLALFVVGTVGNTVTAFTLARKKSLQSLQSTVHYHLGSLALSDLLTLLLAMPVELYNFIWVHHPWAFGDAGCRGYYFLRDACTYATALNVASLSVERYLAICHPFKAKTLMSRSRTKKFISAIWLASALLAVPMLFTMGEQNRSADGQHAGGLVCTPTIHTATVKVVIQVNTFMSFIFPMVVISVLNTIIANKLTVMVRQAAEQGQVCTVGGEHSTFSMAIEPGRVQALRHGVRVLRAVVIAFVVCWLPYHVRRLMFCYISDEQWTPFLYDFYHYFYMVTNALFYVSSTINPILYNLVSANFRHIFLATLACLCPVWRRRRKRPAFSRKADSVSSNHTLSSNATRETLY
Large T inhibition: SV40 large T antigen inhibitors, biochemical (AID 1903). SV40 large T antigen ATPase/helicase inhibition assay; higher % means a stronger effect. one-dose inhibition, % at 20 µM; IC50 in µM for titrated hits. 310,000 tested, 0.39% active; in the data active = a potency from the dose series; inconclusive = inhibition mostly from about 32% at the one dose, without a potency; inactive = the rest, 99 in 100 with inhibition below about 32%; also: strong numbers were not always called active
West Nile antiviral: West Nile virus antiviral activity, cell-based, CPE readout (AID 1621) | 290,000 tested, 0.02% active | West Nile virus-infected cells, CPE inhibition; higher % means a stronger effect | one-dose CPE inhibition, % at 10 µM; IC50 in µM for titrated hits; in the data active = a potency from the dose series; inconclusive = CPE inhibition mostly from about 3.7% at the one dose, without a potency; inactive = the rest, 99 in 100 with CPE inhibition below about 2.2%; also: strong numbers were not always called active
UTI89 phage lysis: inhibition of K1F phage lysis, E. coli UTI89, bacterial capsule biogenesis inhibitors, alamar blue (AID 488966); inhibition, % at 100 µM, or IC50 in µM where a hit was titrated; 340,000 tested, 0.02% active; E. coli UTI89 K1F phage lysis, alamar blue, 2 h; higher % means a stronger effect;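 active = phage lysis inhibition, versus mean bacterial control, above a set limit; inconclusive = no clear call, values can overlap the other calls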;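 also: capsule biogenesis inhibitors block K1F phage lysis so surviving cells raise fluorescence; higher fluorescence means more inhibition of phage lysis; actives were called in the ten point dose series up to 300 µM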
NS5 inhibitors: Dengue-2 NS5 methyltransferase inhibitors, primary screen, biochemical, confirmation dose response (AID 588689). Genome polyprotein (Dengue virus type 2 (strain 16681-PDK53)). Dengue-2 NS5 methyltransferase capping enzyme assay, biochemical; higher % means a stronger effect. one-dose inhibition, % at 25 µM; IC50 in µM for titrated hits. 340,000 tested, 0.3% active; in the data active = a potency from the dose series; inconclusive = inhibition above about 29% without an active follow-up result
Siah-1 displacement: Siah-1 peptide-binding antagonists, primary screen, biochemical, fluorescence polarization, rhodamine-plectin, uHTS (AID 1817) | E3 ubiquitin-protein ligase SIAH1 (Homo sapiens) | Siah-1 / rhodamine-plectin peptide fluorescence polarization; higher % means a stronger effect | one-dose displacement, % at 20 µM; IC50 in µM for titrated hits | 290,000 tested, 0.02% active;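 active = displacement of at least 50% at 20 µM, with a fluorescence ratio check between 0.3 and a set limit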;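 also: plate controls were Siah plus tracer with DMSO for no effect and tracer alone without Siah for full effect; strong numbers were not always called active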
MgcRacGAP inhibition: MgcRacGAP GTPase-activating activity inhibitors, confirmation, biochemical, ADP Hunter fluorescence; Rac GTPase-activating protein 1 (Homo sapiens); MgcRacGAP-stimulated Rac1 GTP hydrolysis, ADP Hunter fluorescence; higher % means a stronger effect; GST-tagged Rac1 F28L mutant substrate; inhibition, % at 30 µM, or IC50 in µM where a hit was titrated; 340,000 tested, 0.6% active; AID 624330, 2012;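 active = first-screen hits whose inhibition reached a set limit at any dose in the follow-up dose series; inconclusive = inhibition above the set first-screen limit but never retested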;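 also: fluorescence reports GDP produced by GAP-driven GTP hydrolysis; strong numbers were not always called active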
NTR1 agonist cell count 20 µM: recorded beside NTR1 agonist, whose call it bears; cell count; measured here: cell count, cytotoxicity flag
NS5 inhibitors pilot replicate: recorded beside NS5 inhibitors, whose call it bears; inhibition, %; measured here: pilot screen replicate inhibition
Active calls of the source: *; ? = inconclusive; . = no result given; & = joins results of further samples; [ ] = another dose, or the depositor's remark.

SMILES | AID2073 | RSV antiviral HEp-2 | NTR1 agonist | NTR1 agonist cell count 20 µM | Large T inhibition | West Nile antiviral | UTI89 phage lysis | NS5 inhibitors | Siah-1 displacement | MgcRacGAP inhibition | others
CC(C)(C)c1ccc(S(=O)(=O)NCC(=O)N2CCCC2)cc1 | -5% | 0.8% | -0.3 | 79 | 9% | -1.1% | 0.5% | -4% | -1% | 10% | NS5 inhibitors pilot replicate=-3.0
Cc1[nH]c2ccc(-c3nnc(SCC(=O)NCc4ccco4)n3Cc3ccccc3)cc2c1C | -4% | 11% | 4.4 | 34 | 2% | 1.3% | 0.0% | -5% | 2% | 10%
O=C(CO/N=C/c1ccc(OC(F)F)cc1)NCc1ccco1 | -3% | 3.9% | 1.0 | 40 | 21% | 0.4% | -0.1% | -3% | 6% | 1%
CCc1ccc(N(CC(=O)Nc2ccc(NC(C)=O)cc2)S(=O)(=O)c2ccccc2)cc1 | ? | 0.9% | 2.1 | 50 | 8% | -1.6% | 1.7%[50 µM] | -4% | -4% | 13%
CN(C)c1nc(NCc2ccccc2)nc(Oc2ccc(=O)[nH]n2)n1 | -2% | 1.1% | 0.7 | 77 | 9% | 0.3% | 0.9% | -4% | -3% | 11%
O=S(=O)(c1ccc(N2CCN(CCO)CC2)nc1)N1CCCCC1 | -4% | -1.0% | -0.5 | 51 | -9% | 0.2% | 0.6% | -8% | 10% | 7%
Cc1sc(N2C(=O)C3C4C=CC(C4)C3C2=O)c(C#N)c1C (stereo not drawn) | -4% | 0.9% | 0.4 | 56 | 6% | 1.0% | 2.3% | -2% | -1% | 3%
O=C(O)CCCn1cc(NC(=O)c2cccc(F)c2)cn1 | -8% | 3.7% | 1.9 | 56 | 20% | -0.2% | 0.1% | -7% | 4% | 3%
Cc1ccccc1C(=O)N1CCC(C(=O)N(C)CC(=O)Nc2cccc(F)c2)CC1 | -1% | 0.8% | -0.1 | 67 | 7% | 0.0% | 1.3%[50 µM] | -6% | 5% | 11%
Cc1c(C(=O)OCC(=O)N(C)Cc2ccc(Cl)cc2)oc2ccccc12 | . | 1.6% | 2.0 | 73 | . | . | 0.0%[50 µM] | -1% | . | 4%
Cc1nc2nc[nH]n2c(=O)c1CCOC(=O)c1c(F)cccc1F | 2% | 0.5% | 0.0 | 56 | 8% | 0.1% | 0.5% | -4% | 6% | 5%
O=C(NNC(=O)c1ccc([N+](=O)[O-])cc1C(=O)O)c1ccncc1 | 1% | 1.4% | 0.6 | 82 | 7% | 0.0% | 0.3% | -7% | 2% | .
Cc1cc(C)cc(OCC(=O)Nc2ccccc2C(=O)NCc2ccco2)c1 | 17% | 4.5% | 3.1 | 86 | 6% | 0.9% | 0.5% | -6% | 5% | 5%
Cc1ccnc2nc(C(=O)NCCc3ccc(F)cc3)nn12 | 1% | 1.4% | 1.6 | 59 | -2% | 0.2% | 0.4% | -4% | -2% | 0%
O=C(C[n+]1cccc2ccccc21)c1ccc(NC(=O)c2ccccc2)cc1 | 0% | 0.0% | -3.4 | 68 | 12% | -0.3% | 0.0% | -20% | -7% | 6%
Cc1ccc(CCNC(=O)c2cc(S(=O)(=O)N3CCCC3)cn2C)cc1 | -7% | 3.6% | -1.5 | 83 | 3% | -1.1% | 3.3% | -1% | 2% | 5%
CSc1ccc(CCNC(=O)CCc2nnc3ccc(N4CCOCC4)nn23)cc1 | -1% | 1.8% | -0.7 | 48 | . | -0.9% | -1.1% | -5% | 2% | -1%
CCOC(=O)C1C(=O)NC(c2ccccc2)=NC1c1ccc(O)c(OC)c1 (stereo not drawn) | 17% | -1.5% | -0.3 | 73 | 13% | 0.0% | -0.9% | -2% | 4% | 10%
O=C(c1cccc(Cl)c1)C1CCCN(S(=O)(=O)c2ccccc2)C1 (stereo not drawn) | 23% | 7.2% | 0.6 | 71 | 5% | -0.9% | 0.4%[50 µM] | 0% | 8% | 6%
CCOC(=O)C1=C(O)/C(=C\c2ccc(CNC(=O)C(=O)Nc3ccccc3)o2)N=C1C | 18% | 1.5% | -1.3 | 46 | 31% | 0.0% | -0.2% | 36% | -3% | 16%
Cc1cccn2c(=O)c3cc(S(=O)(=O)c4ccccc4)c(=N)n(Cc4ccco4)c3nc12 | ? | 1.1% | 11 | 62 | 6% | -0.2% | -0.2% | -4% | 55% | 0%
Cc1ccc(/C=N/NC(=O)C2(O)c3ccccc3-c3ccccc32)o1 | 5% | 1.0% | 4.2 | 50 | 5% | -1.0% | 1.6% | -3% | -9% | 6%
Cc1onc(-c2ccccc2)c1C(=O)OCC(=O)NC(=O)c1ccccc1 | . | -1.9% | -0.8 | 71 | 13% | . | 0.8%[50 µM] | 4% | . | 12%
O=C(c1ccc2c(=O)n3c(nc2c1)CCCCC3)N1CCN(c2ccc(Cl)cc2)CC1 | 6% | 8.5% | 9.9 | 62 | 15% | -0.3% | -0.9% | -3% | 6% | -7%
Cc1cc(NC(=O)c2cc(-c3ccccn3)nc3c(Cl)cccc23)no1 | 24% | 2.4% | 17 | 63 | 4% | -0.4% | -0.3%[50 µM] | 6% | 0% | 3%
Cc1ccccc1/C=C1\Oc2ccccc2C1=O | . | . | 4.4 | 62 | . | . | -0.2% | 1% | . | 3%
Cc1ccc(C)c2[nH]c(=O)c(CN(Cc3cccs3)C(=S)NCc3ccco3)cc12 | 24% | 9.3% | 31 | 49 | 6% | 0.9% | 1.7% | 2% | 12% | 7%
Cc1ccc(CN2CCN(/N=C/c3cccnc3)CC2)cc1 | 6% | 1.0% | -0.1 | 68 | 4% | -1.1% | 7.7% | 3% | -1% | 3%
O=C(NCc1ccco1)C(c1ccc(F)cc1)N(C(=O)Cc1cccs1)c1cccnc1 (stereo not drawn) | -27% | -1.5% | -0.1 | 49 | 7% | -0.8% | -1.8% | 1% | -3% | 1%
COc1cc2c(cc1OC)C(C)N(C(=O)/C=C/c1cc(OC)c(OC)c(OC)c1)CC2 (stereo not drawn) | 4% | 1.1% | -0.4 | 79 | 4% | -0.3% | 0.6% | -5% | -1% | 1%
CC(=O)CC(=O)NC(=NC1CCCCC1)Nc1nc(C)cc(C)n1 | 1% | 2.8% | -1.7 | 78 | 12% | -0.8% | 1.5% | -6% | 0% | 8%
CCn1c(CSc2nc(C)cc(C)n2)nnc1SCC(N)=O | 15% | -0.6% | -0.5 | 33 | . | 0.0% | 0.1% | -3% | -4% | 4%
O=C(CNC(=O)c1cccc(F)c1)OCC(=O)N1CCCc2ccccc21 | 9% | 1.0% | 0.5 | 79 | 8% | 0.0% | 1.0%[50 µM] | -8% | -1% | 2%
COc1ccc(OC)c(C2C3CN(C(C)C)CC=C3C(C#N)=C(N)C2(C#N)C#N)c1 (stereo not drawn) | -8% | 2.1% | -5.4 | 65 | 2% | -0.1% | ? | 19% | 0% | 8%
O=C(CC1NCCN(Cc2ccccc2)C1=O)Nc1ccc(Cl)cc1 (stereo not drawn) | -2% | 4.0% | 2.1 | 47 | 6% | -0.4% | -0.6% | -5% | -4% | 2%
O=C(Cc1ccccc1)NC(Nc1cccc2ccccc12)C(Cl)(Cl)Cl (stereo not drawn) | -11% | 0.5% | 0.8 | 51 | -3% | -0.4% | 0.7% | -1% | 4% | 4%
Fc1ccc(CNc2nc(-c3cccnc3)nc3ccccc23)cc1 | 1% | ? | 6.3 | 49 | 7% | -0.1% | -0.2% | -10% | -6% | 2%
CCOC(=O)CCNCc1ccc(OC)c(OC)c1 | -13% | 0.4% | -0.3 | 58 | 18% | 0.1% | 0.1% | -1% | -1% | 12%
CCOc1ccc(S(=O)(=O)N2CCCC(C(=O)NCc3ccncc3)C2)cc1Cl (stereo not drawn) | 6% | 12% | -2.1 | 44 | -1% | -0.9% | -0.2% | 4% | -5% | 0%
CCOc1c(Cl)cc(C(=O)Nc2ccccc2C(=O)O)cc1Cl | 4% | 2.9% | 10 | 98 | 11% | -0.7% | -0.5% | 52µM* | 2% | 11% | NS5 inhibitors pilot replicate=25*
CN(Cc1ccccc1)C(=O)COC(=O)CCC(=O)c1ccc(Cl)cc1 | . | . | -2.7 | 60 | . | . | 2.0% | 2% | . | 1%
N#Cc1nnn(-c2ccc(Cl)cc2)c1N | 9%&0% | 1.6% | 3.3 | 53 | 11% | 0.2%&-0.9% | 0.3% | 6% | 8%&0% | 11%
CCOC(=O)C1(Cc2ccc(Cl)cc2)CCN(Cc2cnc(N)nc2)CC1 | -1% | -2.0% | 0.9 | 51 | 4% | -1.1% | 1.4% | -2% | -1% | 11%
N#Cc1ccccc1NC(=O)COC(=O)CN1C(=O)C2CCCCC2C1=O (stereo not drawn) | . | . | 3.1 | 46 | . | . | 7.1% | -4% | . | -8%
COc1ccc(CNC(=O)C2CCCN2C(=O)NCc2ccccc2)cc1 (stereo not drawn) | 9% | 1.4% | 0.9 | 65 | 8% | -0.8% | 0.0% | -5% | -3% | 2% | NS5 inhibitors pilot replicate=-1.5
COc1ccc(N=C2SC(C(N)=O)CC(=O)N2CCc2ccc(OC)c(OC)c2)cc1 (stereo not drawn) | 13% | . | 2.0 | 45 | 9% | 0.0% | 0.1% | 5% | 2% | 16%
O=C(O)COc1cnc2ccccc2n1 | -3% | 2.4% | -0.2 | 31 | 9% | 0.2% | 1.3% | 6% | 1% | 4%
Cc1nc(NC(=O)c2ccccc2O)sc1C | 11% | 2.2% | -0.9 | 75 | 19% | -1.9% | 0.2% | -3% | -5% | 7%
O=C1CSC(c2cccnc2)N1c1ccccc1 (stereo not drawn) | -2% | 3.0% | 1.3 | 52 | 5% | 0.6% | 0.8% | -3% | -2% | 8%
Cc1ccc(NC(=O)C2CC(O)CN2C(=O)OCc2ccccc2)cc1C (stereo not drawn) | -1% | . | -0.1 | 64 | . | -0.5% | 0.0% | 1% | 7% | 12%

Screens as filed in PubChem BioAssay.
